human PMI inhibition – MPI enzyme activity inhibition – biochemical, fluorescence intensity, coupled assay, primary screen (AID 1209); purified PMI enzyme, coupled fluorescence intensity; higher % means a stronger effect; inhibition, % at 20 µM, or IC50 in µM where a hit was titrated; 190,000 tested, 0.42% active;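 also: plate controls were DMSO vehicle for no effect and wells lacking substrate for full effect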
TNAP activators – stimulation of alkaline phosphatase TNAP activity – biochemical, luminescent, no phosphate acceptor, uHTS, primary screen (AID 1001); purified TNAP, luminescent activation assay, no phosphate acceptor; higher activation fold means a stronger effect; one-dose activation fold at 20 µM; EC50 in µM for titrated hits; 200,000 tested, 0.03% active; in the data active = activation fold from about 3, or a potency from the dose series; inactive = the rest, 99 in 100 with activation fold below about 1.6; also: many of its hits are not listed in these tables
Myeloid diff 2 – myeloid differentiation induction; AID 624256; 360,000 tested, 1% active; ER-HoxA9 myeloid progenitors, lysozyme-GFP differentiation, flow cytometry; calls only at 10 µM;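 active = normalized GFP-positive differentiation at or above the plate's own cutoff, the solvent-only control mean plus 3 SD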;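 also: cells exposed to compound for four days before flow analysis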
M17LAP inhibition – P. falciparum M17LAP inhibitors, primary screen, biochemical, fluorogenic H-Leu-NHMec substrate, 1536-well (AID 1619); recombinant M17LAP, H-Leu-NHMec fluorogenic kinetic assay; higher % means a stronger effect; one-dose inhibition, % at 30 µM; IC50 in µM for titrated hits; 220,000 tested, 0.38% active;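 active = compound inhibiting the enzyme by more than half at any dose during confirmatory dose-response retesting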;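 also: plate controls were full reaction with DMSO carrier for no effect and no enzyme background for full effect; strong numbers were not always called active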
PMI inhibition – human PMI inhibitors, high substrate, primary screen, biochemical, fluorescence intensity, high mannose 6-phosphate (AID 1220) | recombinant PMI enzyme, coupled fluorescence intensity; higher % means a stronger effect | one-dose inhibition, % at 20 µM; IC50 in µM for titrated hits | 190,000 tested, 0.66% active
XIAP displacement – XIAP antagonists, biochemical, IAP family, fluorescence polarization (AID 1018); XIAP BIR domain, fluorescence polarization peptide displacement; higher % means a stronger effect; displacement, % at 20 µM, or IC50 in µM where a hit was titrated; 200,000 tested, 0.007% active; in the data active = displacement above about 50%; also: a part of the inactive calls stands beside numbers as strong as those of hits
LYP inhibition – inhibitors of LYP phosphatase, biochemical, fluorescence intensity, uHTS (AID 1779) | recombinant LYP phosphatase, fluorescence intensity; higher % means a stronger effect | inhibition, % at 11.5 µM; hits with a dose series show IC50 in µM | 290,000 tested, 0.054% active;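 also: plate controls were vehicle with enzyme for no effect and no enzyme for full effect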
P. falciparum M1AAP – malaria alanyl aminopeptidase activity blockers – biochemical, fluorogenic H-Leu-NHMec substrate, 1536-well (AID 1445) | 220,000 tested, 0.42% active | recombinant M1AAP, H-Leu-NHMec fluorogenic kinetic assay; higher % means a stronger effect | one-dose inhibition, % at 30 µM; IC50 in µM for titrated hits;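 active = primary inhibition above the hit cutoff, then over 50% inhibition at one or more dose response concentrations, cut at about 23% in these data, passing the limit was not always enough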;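 also: plate controls were DMSO full reaction for no effect and no enzyme background for full effect; strong numbers were not always called active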
CSM14.1 death rescue – rescue of cells from ER stress-induced death, primary screen, 384-well, CSM14.1, thapsigargin, ATP luminescence (AID 1222); 190,000 tested, under 10 active; one-dose cellular ATP content (survival), % at 20 µM; EC50 in µM for titrated hits; CSM14.1 thapsigargin-induced death rescue, ATP luminescence; higher % means a stronger effect;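 active = EC50 below 50 µM in the dose-response confirmation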;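 also: death triggered by thapsigargin at about 15 µM added after 2 h compound pretreatment; cell ATP read after overnight thapsigargin exposure of roughly 18 to 22 hours; normalized against plate controls of thapsigargin alone and 5% DMSO vehicle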
Myeloid diff 2 GFP+ MAC1+ % – further read-out of Myeloid diff 2, marked with its call; GFP+ MAC1+ double positive, %; measured here: differentiation confirmed by MAC1 staining
* = called active by the depositor; i = inactive; . = not tested or not shown. Rule as the data show it, unless noted: active = inhibition above about 50%; inactive = the rest.

No.	SMILES	human PMI inhibition	TNAP activators	Myeloid diff 2	Myeloid diff 2 GFP+ MAC1+ %	M17LAP inhibition	PMI inhibition	XIAP displacement	LYP inhibition	P. falciparum M1AAP	CSM14.1 death rescue
1	CCOC(=O)c1c(NC(=O)c2cccs2)sc(C(=O)N(C)C)c1C	-1%	1.2	i	1.2	-6%	-14%	-5.7%	-3%	3%	-3.9%
2	COc1ccccc1/C=N/OC(=O)c1ccc(F)cc1	10%	1	i	0.4	1%	11%	-7.5%	-6%	-2%	-1.2%
3	CC1(C)Oc2ccc(C(=O)N3CCOCC3)cc2N(CC(=O)N2CCOCC2)C1=O	-3%	1.1	i	0.4	-3%	3%	-4.2%	-3%	-3%	-0.3%
4	COc1ccc(S(=O)(=O)NCCc2nnc3ccc(SCC(=O)Nc4nc(C)cs4)nn23)cc1	-2%	1.1	i	0.3	14%	4%	-0.1%	0%	9%	-0.5%
5	COc1ccc(N2CCN(C(=O)CSc3nnc(COc4cccc5cccnc45)o3)CC2)cc1	4%	1.2	i	1.4	2%	7%	-0.8%	-2%	-1%	0.4%
6	O=C(NC(=S)Nc1ccc2oc(=O)ccc2c1)c1ccco1	.	.	i	0.3	0%	.	.	-1%	12%	.
7	CN(C)S(=O)(=O)c1cc(C(=O)OCCn2cnc3c2c(=O)n(C)c(=O)n3C)ccc1Cl	2%	1.1	i	0.2	2%	-4%	-5.2%	-6%	-4%	0.0%
8	Cn1ncc(SCc2ccccc2)c(Cl)c1=O	.	.	i	0.5	5%	.	.	-6%	0%	.
9	COCCNC(=O)c1ccccc1NC(=O)c1ccccc1SC	33%	1.1	i	0.3	4%	20%	-6.7%	-10%	1%	-1.5%
10	C/C(=N\O)C(C)(C)Nc1ccc(F)cc1	.	.	i	0.5	13%	.	.	-10%	-3%	.
11	Cc1cc(S(=O)(=O)Nc2nc(CN3CCOCC3)nc3sc4c(c23)CCCC4)ccc1F	-7%	1	i	0.3	11%	-8%	-5.8%	-2%	2%	-0.6%
12	CSCC[C@H](NC(=O)OC(C)(C)C)C(=O)N/N=C/c1cccc2cccnc12	.	.	i	1.5	3%	.	.	-4%	-10%	.
13	CC(C)n1nnc2c(=O)oc3ccccc3c21	5%	1	i	0.4	5%	-9%	-6.6%	-12%	6%	-0.4%
14	COc1ccccc1N1CCN(c2ccc([N+](=O)[O-])cc2Cl)CC1	10%	1.1	i	0.5	-8%	-4%	3.5%	-9%	-5%	-3.2%
15	CC1(C)Oc2ccc3ccc(=O)oc3c2-c2cnoc21	.	1.2	i	1.0	-4%	.	-1.1%	2%	50%	.
16	Cc1ccc(-c2cc(C(=O)NN=C3CCCC3)c3ccccc3n2)cc1	-4%	1.2	i	2.4	8%	0%	-3.6%	-4%	4%	-2.2%
17	O=C(Nc1cccc2ccccc12)C(=O)C1C(=O)Nc2ccccc21 (stereo not drawn)	.	.	i	0.3	-3%	.	.	-1%	2%	.
18	COc1ccc(S(=O)(=O)N2CCC[C@H]2C(=O)NCc2ccc(Cl)cc2)cc1	.	.	i	0.1	-1%	.	.	-5%	-7%	.
19	Cc1cccc(CN2CCN(Cc3ccc(-n4cccn4)cc3)CC2CCO)n1 (stereo not drawn)	2%	1.1	i	0.2	-2%	-1%	-4.3%	-5%	-2%	-1.4%
20	CCCS(=O)(=O)c1c(S(=O)(=O)CCC)c2c3ccccc3ccn2c1C(N)=O	-3%	1.2	i	0.3	12%	-6%	2.2%	-4%	2%	0.2%
21	Cc1nn(-c2ccccc2)c(N2CCCC2)c1/C=N/NC(=S)Nc1ccccc1C(F)(F)F	9%	1.2	i	0.5	-5%	12%	-6.9%	4%	7%	-0.7%
22	Cc1cc(=O)[nH]c(SCC(=O)Nc2ccc(C)c(S(=O)(=O)N3CCCCC3)c2)n1	.	.	i	0.4	10%	.	.	-3%	6%	.
23	Cc1ccc(-c2csc3ncn(CC(=O)N4CCOCC4)c(=O)c23)cc1	10%	1.1	i	1.4	7%	0%	-5.3%	-6%	13%	-1.3%
24	CC1=CS(=O)(=O)CC1Sc1nc(C)n[nH]1 (stereo not drawn)	-18%	0.9	i	0.3	-3%	-16%	-6.5%	-8%	1%	-0.6%
25	COc1ccc(CN(CC(=O)NC2CCCC2)C(=O)CCC(=O)Nc2cc(C)on2)cc1	12%	1.1	i	0.2	-4%	3%	-5.3%	-4%	5%	-1.5%
26	CC(=O)Nc1ccc(S(=O)(=O)NCCc2ccc(S(N)(=O)=O)cc2)cc1	-11%	1.1	i	0.5	-1%	-11%	-4.7%	-4%	8%	-0.9%
27	O=C1NC2(CCCC2)N=C1c1ccc(Cl)cc1	11%	1.2	i	1.0	-4%	9%	-9.1%	-5%	0%	0.9%
28	N#CCCN1CCNCC1	11%	1.1	.	.	1%	3%	-3.3%	-6%	2%	1.1%
29	COc1cccc(/C=N/NC(=O)Cn2cnc3c2c(=O)n(C)c(=O)n3C)c1	.	.	i	0.6	-2%	.	.	4%	6%	.
30	c1ccc(SSc2ccccc2)cc1	-3%	1.1	i	3.0	-8%	-9%	-9.6%	-8%	-5%	-0.9%
31	O=C(CSc1nnc2scc(-c3ccccc3)n12)c1ccc2c(c1)OCCO2	5%	1.2	i	2.1	11%	1%	-7.0%	-3%	2%	0.9%
32	Cc1ccc(CCNC(=O)C2CCCN(S(=O)(=O)c3c(C)noc3/C=C/N(C)C)C2)cc1 (stereo not drawn)	12%	1	i	3.2	21%	8%	-2.8%	3%	5%	-0.3%
33	Cc1ccc(C(C(=O)NC2CCCC2)N(Cc2ccc3c(c2)OCO3)C(=O)c2snc(C(N)=O)c2N)cc1 (stereo not drawn)	.	.	i	1.5	-3%	.	.	-5%	-2%	.
34	Cc1cc(C)n2nc(C(=O)N/N=C/c3ccccc3C)nc2n1	.	.	i	0.5	6%	.	.	0%	0%	.
35	Cc1sc2nc3ccc(N4CCCC4)nn3c(=O)c2c1C	-57%	1.1	i	1.5	0%	.	-3.1%	-3%	7%	-2.0%
36	O=C(CC1Oc2ccccc2NC1=O)NC1CC1 (stereo not drawn)	8%	1	i	1.4	-10%	1%	-2.3%	-12%	3%	-1.1%
37	CSc1ccccc1NC(=O)CN1c2ccccc2CC1C (stereo not drawn)	.	.	i	0.7	-12%	.	.	-3%	6%	.
38	CCCc1nc(Nc2nc3ccccc3o2)nc(C)c1C(=O)OCC	24%	1.1	i	1.1	9%	16%	-16%	1%	3%	-4.0%
39	O=C(N=C1c2ccccc2CN1c1ccccc1)c1cccc([N+](=O)[O-])c1	-20%	1	i	0.4	4%	-27%	-1.7%	0%	10%	-0.6%
40	NC(=O)CC[C@H](NC(=O)c1ccc(F)cc1)C(=O)OCC(=O)Nc1c(F)c(F)c(F)c(F)c1F	-12%	0.9	i	0.7	-9%	-12%	-8.6%	1%	4%	-0.9%
41	CCN(CC)S(=O)(=O)c1ccc(S(=O)(=O)N2CCCC2C(=O)O)cc1 (stereo not drawn)	-2%	1.1	i	7.5	1%	-13%	-6.8%	-11%	-1%	-1.1%
42	O=C(CSc1nnc(-c2cccnc2)n1Cc1ccco1)c1ccccc1	9%	1	i	0.8	5%	-1%	-24%	-5%	8%	0.2%
43	Cc1ccc(C(=O)Nc2ccc(F)cc2F)o1	5%	1.1	i	0.6	3%	-3%	-5.7%	-1%	10%	-1.8%
44	O=C(NCCCN1CCOCC1)C(C(=O)c1ccccc1)n1ccccc1=O (stereo not drawn)	2%	1	i	0.6	9%	7%	-4.5%	-9%	-5%	-3.3%
45	COC(=O)[C@]12C(=O)C(C)=C(O)[C@@]1(C)C(C)=CC1[C@@]34CC[C@@H](OC(C)=O)C(C)(C)C3C(C[C@]12C)OC4=O (stereo partly drawn)	.	.	i	4.6	9%	.	.	-13%	3%	.
46	COc1cccc(NC(=O)C2C3CCC4C(CCC32)C4(Cl)Cl)c1 (stereo not drawn)	14%	1.1	i	1.8	-12%	17%	-6.7%	2%	2%	-3.5%
47	Cc1ccc(-n2ncc3c(N4CCN(c5ccccc5)CC4)ncnc32)c(C)c1	7%	1	i	0.5	3%	4%	-5.2%	-4%	-5%	-1.6%
48	O=c1c2ccccc2c(-c2ccccc2)nn1Cc1ccc(Cl)cc1	17%	1	.	.	7%	13%	-1.1%	5%	15%	5.1%
49	Cc1cc(C(F)(F)F)nn1Cc1ccc(C(=O)NCc2ccco2)o1	-7%	1.2	i	4.4	3%	-15%	-12%	-4%	2%	-1.2%
50	O=C(NCCCN1CCOCC1)c1ccc(Br)cc1Br	-9%	1	.	.	16%	5%	.	-3%	11%	-0.4%
51	COCc1ccc(C(=O)NC(C)c2cnn(-c3ccccc3C)c2C)o1 (stereo not drawn)	4%	1.1	i	0.8	.	8%	-8.6%	-5%	.	-1.2%
52	Cc1ccc(-c2nc(N3CCOCC3)sc2C(=O)N2CCOCC2)cc1	1%	1.1	i	0.6	21%	4%	-5.3%	-3%	-1%	-1.5%
53	O=C1NC(c2ccc(Cl)cc2)Nc2ccccc21 (stereo not drawn)	7%	1.2	i	0.2	-123%	1%	-2.9%	-13%	-3%	-1.8%
54	Cc1cc(C)nc(SCc2ccc(C(=O)N/N=C/C3CCCCC3)cc2)n1	15%	1	i	0.2	-3%	11%	-4.2%	1%	8%	-0.8%
55	N/C(=N\OC(=O)CCn1cccc(C(F)(F)F)c1=O)c1ccc(OC(F)(F)F)cc1	.	.	i	0.1	2%	.	.	-5%	2%	.
56	CCN1C(=O)C(CC(=O)Nc2ccc(F)cc2)N(CCCN2CCN(c3ccc(F)cc3)CC2)C1=S (stereo not drawn)	-1%	1.1	i	0.0	14%	1%	-1.4%	-2%	3%	-0.3%

New compounds follow
No.	SMILES	human PMI inhibition	TNAP activators	Myeloid diff 2	Myeloid diff 2 GFP+ MAC1+ %	M17LAP inhibition	PMI inhibition	XIAP displacement	LYP inhibition	P. falciparum M1AAP	CSM14.1 death rescue
57	CCOC(=O)N1CCC(NC(=O)CCC(=O)N2CCOc3ccc(C)cc32)CC1	-1%	1.1	i	1.1	3%	-5%	-0.5%	-4%	-1%	-1.6%
58	C=C1C(C(=O)Nc2ccccc2)C1C(=O)Nc1ccccc1 (stereo not drawn)	.	.	i	0.5	-1%	.	.	-7%	-4%	.
59	C=CCNS(=O)(=O)c1cc(S(=O)(=O)NCC=C)c(OC)cc1OC	-14%	1.1	i	0.4	-2%	-5%	-4.2%	-4%	-1%	.
60	Cn1ncc2c(Nc3ccc(-c4ccccc4)cc3)ncnc21	7%	1	i	0.2	-6%	0%	-8.4%	3%	1%	-3.0%
61	COc1ccc(Cc2nnc(SCC(=O)Nc3ncc(C)s3)o2)cc1	7%	1.1	i	0.7	6%	7%	2.7%	1%	-2%	-2.6%
62	CCNc1sc(C(=O)c2cccs2)c(N)c1-c1nc2ccccc2s1	-16%	1	i	1.0	1%	-5%	5.8%	-2%	6%	0.2%
